tuberculosis growth: growth inhibition of non-replicating M. tuberculosis (AID 488890); Mycobacterium tuberculosis non-replicating, growth inhibition; higher % means a stronger effect; one-dose inhibition, % at 25 µM; IC50 in µM for titrated hits; actives 0.39% (n = 320,000); in the data active = a potency from the dose series; inconclusive = inhibition mostly from about 82% at the one dose, without a potency; inactive = the rest, 99 in 100 with inhibition below about 76%;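 also: plate controls were DMSO cells for no effect and high antibiotic wells for full effect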
M. tuberculosis HTS: M. tuberculosis growth inhibition, HTS (AID 449762); M. tuberculosis H37Rv growth inhibition, 7H9 media; higher % means a stronger effect; inhibition, % at 25 µM; hits with a dose series show IC50 in µM; actives 0.59% (n = 330,000); in the data active = a potency from the dose series; inconclusive = inhibition above about 70% without an active follow-up result;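 also: bacterial growth assessed after seven days of incubation; strong numbers were not always called active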
Salmonella PhoP GFP: PhoP regulon inhibitors, Salmonella typhi PhoP promoter GFP reporter, confirmatory (AID 1850); Salmonella Typhi PhoP-promoter GFP reporter, fluorescence, 4 h; higher % means a stronger effect; one-dose inhibition, % at 50 µM; IC50 in µM for titrated hits; actives 0.33% (n = 310,000); in the data active = a potency from the dose series; inconclusive = inhibition mostly from about 25% at the one dose, without a potency; inactive = the rest, 99 in 100 with inhibition below about 19%;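 also: 0% = induced wells with vehicle and 100% = uninduced wells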
inhibitors of VEEV: inhibitors of VEEV TC-83 cytopathic effect, confirmation, Vero cells (AID 588727). Vero cells, VEEV TC-83 cytopathic effect inhibition; higher % means a stronger effect. inhibition, % at 20 µM, or IC50 in µM where a hit was titrated. actives 0.13% (n = 350,000); in the data active = a potency from the dose series; inconclusive = inhibition mostly from about 14% at the one dose, without a potency; inactive = the rest, 99 in 100 with inhibition below about 12%; also: strong numbers were not always called active
H1N1 NS1A inhibition: H1N1 influenza NS1A inhibitors, functional cell based assay (AID 504329). one-dose inhibition, % at 12.5 µM; IC50 in µM for titrated hits. NS1A functional cell-based assay, percent inhibition; higher % means a stronger effect. actives 0.3% (n = 340,000); in the data active = a potency from the dose series; inconclusive = inhibition above about 27% without an active follow-up result; also: strong numbers were not always called active
inhibitors of VEEV 10K pilot screen: second read-out of inhibitors of VEEV, no call of its own (marks repeat the call); inhibition, %; measured here: 10K pilot screen inhibition
Starred values were filed as active, the others as inactive; i = inactive; ? = inconclusive; . = no result given.

Start of the data: the first 6 entries, to show the layout:
SMILES	tuberculosis growth	M. tuberculosis HTS	Salmonella PhoP GFP	inhibitors of VEEV	H1N1 NS1A inhibition	others
Cc1cc(C(=O)N/N=C/c2cccc(OC(=O)c3ccco3)c2)n[nH]1	3.7%	-2.3%	-7.2%	1.4%	-13.8%
CCOC(=O)c1c(C)[nH]c(N=Nc2cccc(C)c2)c1C	53.4%	15.8%	-11.8%	1.2%	7.2%
COc1ccc(-n2c(Cc3cccn3C)nnc2SCC(=O)Nc2ccc(C)cc2)cc1	22.6%	-1.9%	-8.1%	2.9%	4.8%
Cc1c(C)n2c(SCC(=O)Nc3ccc4c(c3)OCCO4)nnc2[nH]c1=O	1.7%	2.9%	-2.5%	1.2%	-3.1%
Cc1ccc(NC(=O)CNC(=O)c2ccc(Br)o2)nc1	-2.7%	-1.2%	-5.2%	0.7%	10.6%
CCc1cccc2c1NC(=O)C2(O)N1CCCC(C)C1 (centres undefined)	26.3%	1.1%	-1.6%	1.1%	-25.4%

Results, from the first entry:
SMILES	tuberculosis growth	M. tuberculosis HTS	Salmonella PhoP GFP	inhibitors of VEEV	H1N1 NS1A inhibition	others
Cc1cc(C(=O)N/N=C/c2cccc(OC(=O)c3ccco3)c2)n[nH]1	3.7%	-2.3%	-7.2%	1.4%	-13.8%
CCOC(=O)c1c(C)[nH]c(N=Nc2cccc(C)c2)c1C	53.4%	15.8%	-11.8%	1.2%	7.2%
COc1ccc(-n2c(Cc3cccn3C)nnc2SCC(=O)Nc2ccc(C)cc2)cc1	22.6%	-1.9%	-8.1%	2.9%	4.8%
Cc1c(C)n2c(SCC(=O)Nc3ccc4c(c3)OCCO4)nnc2[nH]c1=O	1.7%	2.9%	-2.5%	1.2%	-3.1%
Cc1ccc(NC(=O)CNC(=O)c2ccc(Br)o2)nc1	-2.7%	-1.2%	-5.2%	0.7%	10.6%
CCc1cccc2c1NC(=O)C2(O)N1CCCC(C)C1 (centres undefined)	26.3%	1.1%	-1.6%	1.1%	-25.4%
S=C(Nc1cccc2ccccc12)NN1CCCCCC1	.	.	.	3.4%	-13.6%
Cc1ccccc1OCC(=O)NNC(=O)c1ccoc1C	9.7%	8.2%	.	1.1%	-17.4%
C=C(C)COc1ccc2c3c(c(=O)oc2c1OCC(=C)C)CCC3	8.5%	5.7%	1.4%	i	5.3%
COc1ccc(CCN2C(=O)CC(NCc3ccc4c(c3)OCO4)C2=O)cc1OC (centres undefined)	45.9%	3.2%	-1.2%	3.2%	-5.9%
COc1cccc(CNC(=O)CCSCc2ccccc2F)c1	38.9%	2.6%	-15.0%	1.2%	-4.5%
CCCCc1cc(=O)oc2cc(O)cc(O)c12	13.2%	-1.2%	10.2%	1.1%	-3.4%
O=C(COC(=O)CCNS(=O)(=O)c1ccccc1)NC(=O)c1ccccc1	-10.6%	-2.1%	-0.3%	1.7%	-8.6%
CCOC(=O)C1CCCN(C(=S)Nc2ccc(OC)cc2)C1 (centres undefined)	2.3%	1.1%	0.6%	i	-5.1%
CCc1cc2c(-c3ccccc3)cc(=O)oc2cc1OC(C)C(=O)O (centres undefined)	-0.6%	-2.9%	-8.3%	i	-7.0%
Cn1c(-c2ccccc2)c(C=O)c2ccccc21	2.6%	-8.2%	-12.1%	1.6%	-5.0%
CCS(=O)(=O)N1CCC(C(=O)Nc2ccccc2OC)CC1	5.8%	-10.1%	0.6%	1.3%	1.2%
COc1ncccc1C(=O)NC1CCCc2c1cnn2-c1cc(C)cc(C)c1 (centres undefined)	25.3%	-0.1%	-5.3%	i	8.2%
N=C1C(=O)OCC1c1ccccc1NC(=O)CN1CCCCC1 (centres undefined)	-13.7%	0.6%	-6.0%	0.6%	-4.1%
CN(CC(=O)OCC(=O)Nc1ccccc1)S(=O)(=O)c1ccc(Cl)cc1	-0.8%	-5.1%	4.9%	0.8%	-8.8%
CN(C)CP(=O)(O)CN(C)C=O	-19.7%	-4.6%	-1.4%	1.4%	-9.4%
CCOc1ccccc1CN1CCN(C/C=C/c2ccc(OC)cc2)CC1CCO (centres undefined)	65.0%	-2.5%	12.9%	i	-13.1%
CCSc1nc2c(c(=O)[nH]c(=O)n2C)n1CC(O)COc1ccccc1 (centres undefined)	4.5%	3.4%	5.1%	9.3%	-6.5%
CC(C)C[C@H]1CNC(=S)N1CC1CCCN1C[C@H](CC(C)C)N1C[C@H](CC(C)C)N(CCc2ccccc2)C1=S (some centres undefined)	.	.	.	i	-7.2%

4 entries drawn at random from those above, as already listed:
SMILES	tuberculosis growth	M. tuberculosis HTS	Salmonella PhoP GFP	inhibitors of VEEV	H1N1 NS1A inhibition	others
CCS(=O)(=O)N1CCC(C(=O)Nc2ccccc2OC)CC1	5.8%	-10.1%	0.6%	1.3%	1.2%
Cn1c(-c2ccccc2)c(C=O)c2ccccc21	2.6%	-8.2%	-12.1%	1.6%	-5.0%
CC(C)C[C@H]1CNC(=S)N1CC1CCCN1C[C@H](CC(C)C)N1C[C@H](CC(C)C)N(CCc2ccccc2)C1=S (some centres undefined)	.	.	.	i	-7.2%
CCOc1ccccc1CN1CCN(C/C=C/c2ccc(OC)cc2)CC1CCO (centres undefined)	65.0%	-2.5%	12.9%	i	-13.1%

Molecules above containing an aryl thioether with sulfur outside any ring (3):
SMILES	tuberculosis growth	M. tuberculosis HTS	Salmonella PhoP GFP	inhibitors of VEEV	H1N1 NS1A inhibition	others
COc1ccc(-n2c(Cc3cccn3C)nnc2SCC(=O)Nc2ccc(C)cc2)cc1	22.6%	-1.9%	-8.1%	2.9%	4.8%
Cc1c(C)n2c(SCC(=O)Nc3ccc4c(c3)OCCO4)nnc2[nH]c1=O	1.7%	2.9%	-2.5%	1.2%	-3.1%
CCSc1nc2c(c(=O)[nH]c(=O)n2C)n1CC(O)COc1ccccc1 (centres undefined)	4.5%	3.4%	5.1%	9.3%	-6.5%

Later entries:
SMILES	tuberculosis growth	M. tuberculosis HTS	Salmonella PhoP GFP	inhibitors of VEEV	H1N1 NS1A inhibition	others
O=[N+]([O-])c1cc(NS(=O)(=O)c2ccc(Cl)nc2)ccc1Cl	60.0%	14.0%	-9.5%	4.0%	-13.3%
Cc1ccc(OCCn2c(CCNC(=O)C(C)C)nc3ccccc32)cc1	3.2%	6.5%	-13.5%	0.6%	-16.0%
Cc1cc(Cl)cc2sc(=S)[nH]c12	.	.	.	1.7%	-12.7%
CN1CC(c2ccccc2)C2(SC(=S)N(Cc3ccco3)C2=O)C12C(=O)Nc1ccccc12 (centres undefined)	27.5%	23.7%	-5.7%	i	5.2%
Cc1ccc(-c2nnc(N3CCN(c4ccccn4)CC3)c3ccccc23)cc1	.	?	4.7%	8.7%	3.0%
CCc1ccc(C2C(C(C)=O)=C(C(=O)OC)Nc3nnnn32)cc1 (centres undefined)	1.9%	-2.3%	7.3%	0.9%	3.2%
CCN1CCN(CC2CC3C=CC2C3)CC1 (centres undefined)	-6.2%	-5.4%	-2.2%	0.9%	-5.1%
CCC(=O)Nc1sc2c(c1C(N)=O)CCC2	.	.	-2.9%	1.9%	-1.9%
COc1ccc(C2=NOC(C(=O)NCc3ccccn3)C2)cc1 (centres undefined)	12.0%	-3.8%	-10.7%	2.5%	-3.4%
COc1ccccc1N1CC(C(=O)NCC2COc3ccccc3O2)CC1=O (centres undefined)	9.3%	-5.1%	.	2.2%	-7.1%
COc1cccc(COc2ccc3c(C)c(Cc4ccccc4)c(=O)oc3c2)c1	23.1%	-6.0%	1.9%	0.3%	5.7%
COc1cc(C(=O)NNC(=O)c2ccc3ccccc3n2)cc(OC)c1OC	48.1%	5.8%	.	3.2%	-12.8%
CCN(CC(=O)NCc1ccc(F)cc1)C(=O)CN1CCN(c2ccccc2OC)CC1	17.9%	6.6%	-0.1%	0.2%	13.1%
NC(=O)C1CCN(c2nc(-c3ccc4ccccc4c3)cs2)CC1	19.3%	-9.4%	.	0.6%	5.1%
O=C(NCCCCCCNC(=O)c1ccncc1)c1ccncc1	7.7%	5.6%	-4.3%	i	-8.2%
Cc1ccc(/C([O-])=C(/C(=S)NCc2ccccc2)[n+]2cccc(CO)c2)cc1[N+](=O)[O-]	.	.	.	2.3%	19.4%
COCC1CCN(C(=O)C2CCC(=O)N(Cc3cccc(C(F)(F)F)c3)C2)CC1 (centres undefined)	.	.	.	i	-6.5%
COc1ccc(OC)c(CCNC(=O)Cn2cccc2C(=O)c2ccccc2C)c1	23.7%	2.6%	-1.7%	1.8%	14.7%
COc1ccc2oc(C(=O)Nc3nc4ccc(S(C)(=O)=O)cc4s3)c(C)c2c1	1.1%	4.0%	-4.3%	4.6%	9.0%
CCO[C@H]1OC(C(=O)NCc2ccccc2)=C[C@@H](c2ccc(C(F)(F)F)cc2)[C@@H]1CCCO	27.8%	52.2%	-1.3%	0.5%	3.9%
CCCc1cc(=O)oc2c(C)c3occ(C)c3cc12	-0.5%	32.5%	-9.7%	8.6%	11.6%
O=S(=O)(Oc1ccc(Cl)cc1)c1cccc2cccnc12	-2.4%	-0.4%	-3.7%	0.3%	.
Cc1n[nH]c(C)c1S(=O)(=O)N1CCCC(C(=O)NCC2COc3ccccc3O2)C1 (centres undefined)	.	-11.3%	-5.1%	0.5%	3.2%
c1ccc(-n2nnc(-c3nccs3)n2)cc1	26.0%	1.7%	7.1%	2.6%	-9.0%
O=C(N1CCCCC1)N1CCN(C(=O)N(c2ccccc2)c2ccccc2)CC1	10.9%	-3.7%	-7.4%	i	-0.6%
O=C(Cc1cccc(C(F)(F)F)c1)NCc1ccc(Cl)cc1	14.7%	10.7%	-6.4%	1.9%	-8.5%
CCCCC1C(=O)N(c2ccccc2)N(c2ccc(O)cc2)C1=O (centres undefined)	59.1%	60.0%	-7.4%	7.4%	2.9%
Cc1ccn2c(=O)nc(SCC(=O)Nc3ccc4c(c3)OCO4)nc2c1	25.1%	50.2%	8.0%	9.0%	-5.7%
N#Cc1ccccc1S(=O)(=O)N1CCN(C(=O)C2CCCCC2)CC1	-7.3%	-7.7%	.	0.1%	-1.5%
COc1cccc(OCCCN2CCN(S(=O)(=O)c3ccc(NC(C)=O)cc3)CC2)c1	12.7%	-4.4%	-2.6%	3.4%	-8.9%
O=C(c1ccco1)N1CCN(Cc2ccc(Cl)cc2)CC1	37.2%	5.6%	-1.0%	i	-1.3%
CCOC(=O)Nc1nn(-c2ccc(C)cc2)c(=O)c(C#N)c1C	1.4%	5.6%	2.6%	i	-1.6%
CSc1ccc(S(=O)(=O)N2CCC(C(=O)NCc3ccccn3)CC2)cc1	8.8%	-5.5%	-2.0%	i	10.5%
Cc1c(NC(=O)c2ccccc2NC(=O)c2ccccc2)cccc1C(=O)O	-8.0%	11.8%	-2.3%	0.9%	-28.2%
O=Cc1cn(-c2ccccc2)nc1-c1ccccc1	.	20.9%	8.8%	0.6%	-21.4%
O=C(NCC1(N2CCCCC2)CCCCC1)c1ccc(NS(=O)(=O)c2ccccc2)cc1	-0.2%	-7.4%	7.9%	1.7%	-1.8%
Cc1ccc(-n2c(SCC(=O)N3CCOCC3)nc(O)cc2=O)cc1	-3.7%	-3.5%	-10.7%	0.9%	-12.8%
CC(=O)Cn1c(CN2CCCCC2)nc2ccccc2c1=O	-20.4%	2.4%	4.5%	2.0%	2.9%
CCc1nnc(NS(=O)(=O)c2ccc(NCc3cc(Br)ccc3O)cc2)s1	56.3%	2.3%	-7.1%	0.1%	3.8%
COc1ccc(C(=O)Nc2c(N)nc(SCC(=O)N3CCCCCC3)[nH]c2=O)cc1OC	-15.1%	-8.6%	3.5%	1.6%	12.9%	inhibitors of VEEV 10K pilot screen=0.8
Cc1noc(C)c1COC(=O)CCc1nc2ccccc2s1	34.9%	4.2%	-2.4%	0.3%	6.9%
COC(=O)c1cc(NC(=O)CC2SC(=Nc3ccccc3)N(CCc3c[nH]c4ccccc34)C2=O)cc(C(=O)OC)c1 (centres undefined)	20.9%	66.5%	-10.6%	4.7%	13.4%
